Assay outcomes from PubChem BioAssay.
Insulin prom inh = inhibitors of insulin promoter-driven GFP, primary screen, imaging, TRM-6 cells (human fetal islet line), eGFP reporter, cell count; reporter expression induced with tamoxifen; inhibition, % at 2 µM; 0.9% of 130,000 active; AID 1273, 2008;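 active means inhibition above the mean plus 3 SD, with well images judged a real hit on visual review, cut at about 60% in these data, passing the limit was not always enough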
SDO1 yeast rescue = growth rescue of sdo1-depleted yeast, primary screen, S. cerevisiae, bone marrow failure model; S. cerevisiae sdo1-depleted JHY4D growth rescue, OD600 30 h; stronger effect = higher value; pdr5 snq2 efflux-pump mutant strain; z-score at 10 µM; 0.21% of 140,000 active; AID 817, 2007;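 active means z-score above 3 at both the 24 hr and the 30 hr optical density reads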;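 further: z-score against mean and SD of all compound wells on the same plate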
SDO1 yeast rescue Rescue 24 h = further read-out of SDO1 yeast rescue, marked with its call; z-score; S. cerevisiae sdo1-depleted JHY4D growth rescue, OD600; measured here: growth rescue at 24 h;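 0 is the plate mean of compound wells and units are plate SD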
Starred values were filed as active, the others as inactive; / = not tested or not shown.

Each structure is followed by: Insulin prom inh	SDO1 yeast rescue	SDO1 yeast rescue Rescue 24 h
- CC1CCc2c(C(=O)NCCCN3CCOCC3)csc2C1 (stereo unspecified)
→ /	-0.49	-0.01
- CC(=O)C(=Nc1ccccc1Cl)NNc1ccc(Cl)cc1
→ 75*	-1.6	-0.31
- COc1ccc(Cl)cc1N(C(C)C(=O)O)S(C)(=O)=O (stereo unspecified)
→ 21	/	/
- O=C(CN1CCCC1)NCC12CC3CC(CC(C3)C1)C2
→ 36	0.42	0.62
- CC(=O)Nc1ccc(-c2cn3ccsc3n2)cc1
→ -31	-0.13	-0.32
- Cc1nc2scc(-c3ccc(C(C)(C)C)cc3)c2c(=O)n1N
→ 0	/	/
- O=c1[nH]c(-c2ccncc2)nc2ccccc12
→ 14	-1.9	-2.1
- CCCC(C(=O)OCC)P(=O)(c1ccccc1)c1ccccc1 (stereo unspecified)
→ -45	0.69	1
- COc1ccccc1NCCC(=O)OCC(=O)Nc1ccc(Cl)cn1
→ /	0.24	0.17
- CS(=O)(=O)N(CCc1ccccc1)CC(=O)NCc1ccncc1
→ 6	0.12	0.41
- Cc1ccc(C)c(C(=O)n2cnnc2N)c1
→ 37	0.78	-0.17
- CCn1nnc(NC(=O)c2ccc(C(C)(C)C)cc2)n1
→ /	0.24	0.62
- O=C(O)CCC(=O)Nc1ccc(Cc2ccc(NC(=O)CCC(=O)O)cc2)cc1
→ /	0.51	0.17
- COCCn1c(SCC(=O)c2ccc3c(c2)OCCO3)nnc1-c1ccco1
→ /	1.8	1.6
- COc1cc(C(=O)NC(C(=O)Nc2cccc(C(C)=O)c2)C(C)C)cc(OC)c1OC (stereo unspecified)
→ 50	/	/
- S=C(NCc1ccco1)Nc1ccc(Cl)c(Cl)c1
→ -7	-0.93	-1.2
- O=C(c1ccccc1F)N1CCN(Cc2ccccc2F)CC1
→ -493	0.04	-0.73
- COc1ccc(CCn2cc(C#N)c(=O)[nH]c2=O)cc1OC
→ -82	/	/
- C=CCn1c(SCC(=O)NCc2ccc3c(c2)OCO3)nc2scc(-c3ccccc3)c2c1=O
→ -26	-1.5	-1.4
- Nc1ccc(-n2ccnc2)cc1
→ /	0.14	0.05
- Cc1cc(C)c(C(=O)CSc2nc(C)cc(C)c2C(N)=O)c(C)c1
→ /	-0.14	-0.08
- CN(C)c1ccc(C2C3=C(CCCC3=O)OC3=C2C(=O)CCC3)cc1
→ 39	-0.78	-0.75
- CCc1ccc(-c2ccc(C(=O)O)c(C)n2)cc1
→ 14	1.7	0.7
- COc1ccc(-c2nc3ccccc3c(=O)n2NC(=S)N(C)C)cc1
→ /	-0.98	-1.7
- CCOC(=O)CCNC(=O)Nc1ccc2nc(C)n(Cc3ccccc3Cl)c(=O)c2c1
→ 8	0.46	0.19
- O=C1N/C(=N\N=C\c2cccs2)SC1Cc1cccc(Cl)c1Cl (stereo unspecified)
→ /	0.22	0.31
- Cn1ncc(Cl)c1C(=O)N1CCc2ccccc21
→ /	-0.31	0.41
- O=C(COC(=O)c1ccc(F)cc1F)Nc1ccc2[nH]c(=O)[nH]c2c1
→ -12	/	/
- CCOC(=O)NC(=O)COC(=O)CCCc1nc2ccccc2s1
→ 5	/	/
- CCC(=O)Nc1cc(C)c(OC)c(C)c1
→ 41	/	/
- CCOC(=O)c1cc2occc2n1CC(=O)Nc1ccc(OC)cc1OC
→ /	0.22	0.2
- COc1ccc(NC(=O)N(C2CCCCC2)C2CCN(C(C)C)CC2)c(OC)c1
→ -70	1.2	2.8
- CN1C(=O)SC(Nc2ccccc2)C1=O (stereo unspecified)
→ -15	0.03	-0.61
- COCCCN1C(=O)C(O)=C(C(C)=O)C1c1cccc(F)c1 (stereo unspecified)
→ /	0.53	0.26
- COc1ccc(C(=O)NCc2cc(C)nc3ccccc23)cc1
→ 7	/	/
- COc1ccc(NCc2nn(CC(=O)c3ccc(Br)cc3)c3[n+]2CCCCC3)cc1
→ -22	/	/
- COc1cc(/C=N/NC(=O)C(=O)N2CCCC2)ccc1O
→ 12	0.76	0.4
- O=c1cc(N2CCN(Cc3ccccc3)CC2)[nH]c(=O)n1-c1cccc(C(F)(F)F)c1
→ 19	-0.56	-0.7
- Cc1ccc(-c2nc(N)sc2CC(=O)OCC(=O)N2C(C)CCCC2C)cc1 (stereo unspecified)
→ -10	1.2	3
- Cc1ccc(SCCC(=O)OCn2nnc3ccccc3c2=O)cc1
→ 27	/	/
- CCC1Oc2ccccc2N(CC(=O)Nc2ccc3c(c2)OCCO3)C1=O (stereo unspecified)
→ -23	-0.52	-0.62
- O=C(CCSCc1ccccc1Cl)NC1CCCC1
→ 7	0.77	0.7
- CCOc1ccc(-n2c(SCC(N)=O)nc3c([nH]c4ccccc43)c2=O)cc1
→ /	1.4	1.1
- CCCc1ccc(C(=O)NNC(=O)c2ccc(Br)cc2)cc1
→ 36	-0.2	-0.53
- COc1ccc2c(c1)CCc1c(C(=O)NCc3cccnc3)noc1-2
→ 0	1.2	0.64
- CCCCOc1ccc(S(=O)(=O)NNC(=O)C2Cc3c(ccc4ccccc34)O2)cc1 (stereo unspecified)
→ -43	-2.4	-2.1
- CCOC(=O)N1CCC(n2c(SCC(=O)Nc3ccccc3OC)nc3ccccc3c2=O)CC1
→ 48	-0.58	0.2
- CN(C)C(=O)c1ccc(-c2nnc(NCc3ccccc3)c3ccccc23)cc1
→ 44	-0.01	-0.5
- Fc1ccccc1OCCSc1nc2ccccc2o1
→ -4	-0.3	0.06
- Cc1ccc(N(CC(=O)NCc2ccccc2Cl)S(=O)(=O)c2cccs2)cc1
→ -64	-1.2	-1
- Cn1cccc1Cc1nnc(SCC(=O)Nc2cccc(Cl)c2)n1-c1ccc(F)cc1
→ /	-1.6	-0.97
- Oc1ccc(C=NCC2COc3ccccc3O2)cc1 (stereo unspecified)
→ -150	-0.44	-0.98
- CC(=S)c1c(C)cc2cc(C)ccn12
→ 2	-0.46	-0.89
- CCNC(=S)NCc1ccc(Cl)cc1
→ 52	/	/
- Cc1cccc2cc(CN(Cc3cccs3)C(c3nnnn3C3CCCC3)C(C)C)c(=O)[nH]c12 (stereo unspecified)
→ -23	-0.12	0.49
- CCN1CCc2c(OCC(=O)N3CCCCC3)cccc2C1=O
→ -44	/	/
- Cc1nnc(C)n1/N=C/c1cccnc1
→ 58	0.16	0.02
- CCN(CC)S(=O)(=O)c1cccc(C(=O)N[C@H](C(=O)O)C(C)C)c1
→ -50	0.66	0.05
- O=c1ncn(-c2cccc(F)c2)c2ncccc12
→ 52	-0.2	-0.89
- O=C(O)c1cc2c([nH]c1=O)CCCC2
→ 48	1.1	0.41

Next section.
Each structure is followed by: Insulin prom inh	SDO1 yeast rescue	SDO1 yeast rescue Rescue 24 h
- COC(=O)c1c(NC(=O)c2ccco2)sc(C)c1C
→ 73	-0.43	-0.22
- O=C1Nc2ccccc2Oc2cc([N+](=O)[O-])ccc21
→ -75	/	/
- COc1cccc(CNC(=O)CCl)c1
→ /	1.7	1
- Cc1ccc(S(=O)(=O)NNc2ccccc2)cc1
→ 13	-0.46	0.03
- CS(=O)(=O)c1cc([N+](=O)[O-])c(Sc2nc3ccccc3[nH]2)c([N+](=O)[O-])c1
→ 9	0.19	-0.3
- CCCn1c(=NC(=O)c2c(-c3c(F)cccc3Cl)noc2C)c(C(=O)OCC)cc2c(=O)n3ccccc3nc21
→ -9	-0.39	1.9
- COC(=O)C1CCN(C(=O)CCCOc2ccccc2)CC1
→ -123	1.8	3.7
- CN(C)c1ccc(C(=O)c2ccccc2)cc1
→ 40	0.58	0.02
- Cn1cccc1C(=O)OCC(=O)Nc1cc(C(C)(C)C)nn1-c1ccccc1
→ /	-1.1	-0.48
- CCC(=O)NC(=S)NNC(=O)c1ccc(OC)cc1
→ -50	2.1	4.6
- Cc1c([C@H]2[C@@H](CC#N)C2(C)C)c2ccccc2n1C
→ 4	-2.5	-3.5
- O=C(c1ccccc1)N1CCC(c2nc(-c3ccc(S(=O)(=O)NCC4CCCO4)cc3)no2)CC1 (stereo unspecified)
→ /	0.36	0.46
- Cc1onc(C(=O)/C=C/N(C)C)c1C(=O)Nc1nccs1
→ 20	-0.22	-0.88
- Cn1cc(Cl)c(-c2nc3ccccc3[nH]2)n1
→ 62	-0.25	-0.46
- CC(=O)c1ccc(N2C(=NC(=O)C(C)C)SC3CS(=O)(=O)CC32)cc1 (stereo unspecified)
→ /	-0.23	-0.77
- COc1ccccc1NC(=O)c1ccc(C)s1
→ 60	2	1.5
- COC(=O)c1cn(NC(=O)c2cccc(OC)c2)c(=O)c2ccccc12
→ 24	1.6	1.7
- CCc1ccc(N2CC(C(=O)Nc3cc(C)ccc3F)CC2=O)cc1 (stereo unspecified)
→ 0	0.34	0.43
- CCSc1ncc(Cl)c(C(=O)Nc2sc3c(c2C(=O)NCc2cccnc2)CCCC3)n1
→ /	1.2	3.6
- O=C(Nc1ccc(F)cc1)C1CCN(c2nnnn2-c2ccccc2)CC1
→ /	1.2	1.3
- COc1cccc(-c2ccc(=O)n(CC(=O)Nc3cc4c(cc3NC(C)=O)OCCO4)n2)c1
→ /	0.5	0.51
- CCC(=O)N1c2ccccc2-c2nnc(SC)nc2OC1c1ccc(N(C)C)cc1 (stereo unspecified)
→ 30	0.71	-0.88
- Cc1ccc(CNCC(O)(c2ccccc2)c2ccc(Cl)cc2)cc1 (stereo unspecified)
→ 0	/	/
- O=c1c2ccccc2c(C=Nc2cccc(S(=O)(=O)NCc3ccco3)c2)c(O)n1-c1ccc(Cl)cn1
→ /	-0.67	-0.53
- O=C(/C=C/c1ccc2c(c1)OCCCO2)c1ccccc1O
→ -40	-1.4	-1.1
- Cc1ccc(-c2nnc(SCC(=O)N/N=C/c3c(C)nn(-c4ccccc4)c3C)n2-c2ccccc2)cc1
→ /	1	0.22
- C=CC[n+]1c(/C=C2\C=Cc3cc(C)ccc3N2CC)ccc2ccccc21
→ -413	/	/
- COc1cc(-c2noc(CCCC(=O)NCc3ccco3)n2)cc(OC)c1OC
→ -295	0.25	-0.41
- Cc1ccc2nc(Nc3nc(C)cc(C(F)(F)F)n3)nc(C)c2c1
→ -50	1.3	1.5
- COc1ccc2c(c1)sc1nc(-c3ccccc3)cn12
→ -142	-2.6	-1.8

The last 3 records of the section above come first, to join the parts.
Each structure is followed by: Insulin prom inh	SDO1 yeast rescue	SDO1 yeast rescue Rescue 24 h
- COc1cc(-c2noc(CCCC(=O)NCc3ccco3)n2)cc(OC)c1OC
→ -295	0.25	-0.41
- Cc1ccc2nc(Nc3nc(C)cc(C(F)(F)F)n3)nc(C)c2c1
→ -50	1.3	1.5
- COc1ccc2c(c1)sc1nc(-c3ccccc3)cn12
→ -142	-2.6	-1.8
- CC(=O)c1ccc(OCC(O)CN2CCN(Cc3ccc4c(c3)OCO4)CC2)cc1 (stereo unspecified)
→ /	-0.11	-0.57
- COc1ccc(CS(=O)(=O)CC2(O)CCN(C(=O)c3cccc(C(F)(F)F)c3)CC2)cc1
→ -11	/	/
- O=S(=O)(c1ccc(-c2csc(Nc3ccc(F)cc3)n2)cc1)N1CCCC1
→ 11	-0.31	0.54
- CN(C)c1nccc(N(Cc2ccccc2)Cc2ccccc2)c1C#N
→ 19	-1.1	-0.27
- CC(C)(C)NC(=O)CSc1n[nH]c(=O)n1-c1ccccc1
→ /	0.07	-0.75
- COc1ccc([N+](=O)[O-])cc1N(CC(O)CN1CCCCC1)S(=O)(=O)c1ccc(C)cc1 (stereo unspecified)
→ -11	/	/
- Cc1ncc([N+](=O)[O-])n1CCOC(=O)NC(NCc1ccccc1Cl)C(Cl)(Cl)Cl (stereo unspecified)
→ /	-1.4	-1.3
- O=C(c1cccs1)c1coc2ccc(O)c(CN3CCOCC3)c12
→ 12	0.33	-0.2
- N#Cc1ccccc1NC(=O)Nc1ccc(Cl)cc1
→ 24	-0.41	-0.5
- CCOc1ccc(NC(=O)CSc2nc(-c3cccs3)cc(C(F)(F)F)n2)c([N+](=O)[O-])c1
→ -7	0.52	2.7
- COc1ccc(S(=O)(=O)CC(=O)Nc2ccccc2Cl)cc1
→ 0	/	/
- CN=c1scc(-c2ccc(F)cc2)n1/N=C/c1ccc(O)c(O)c1
→ -41	/	/
- CC(=C1C(=O)c2ccccc2C1=O)N1CCc2ccccc2C1
→ -23	-0.61	-0.4
- CCN(CC)Cc1c(NC(=O)c2ccccc2)sc(C)c1C
→ 20	/	/
- O=C(Nc1cccnc1)c1ccc2c(c1)C(=O)N(CC1CCCO1)C2=O (stereo unspecified)
→ -41	/	/

An excerpt of these results, field by field:
COc1ccc(CS(=O)(=O)CC2(O)CCN(C(=O)c3cccc(C(F)(F)F)c3)CC2)cc1
- Insulin prom inh: -11
- SDO1 yeast rescue: /
- SDO1 yeast rescue Rescue 24 h: /

O=S(=O)(c1ccc(-c2csc(Nc3ccc(F)cc3)n2)cc1)N1CCCC1
- Insulin prom inh: 11
- SDO1 yeast rescue: -0.31
- SDO1 yeast rescue Rescue 24 h: 0.54

CN(C)c1nccc(N(Cc2ccccc2)Cc2ccccc2)c1C#N
- Insulin prom inh: 19
- SDO1 yeast rescue: -1.1
- SDO1 yeast rescue Rescue 24 h: -0.27

CC(C)(C)NC(=O)CSc1n[nH]c(=O)n1-c1ccccc1
- Insulin prom inh: /
- SDO1 yeast rescue: 0.07
- SDO1 yeast rescue Rescue 24 h: -0.75

Additional entries:
Each structure is followed by: Insulin prom inh	SDO1 yeast rescue	SDO1 yeast rescue Rescue 24 h
- COc1ccc(-c2nc(CC(=O)O)cs2)cc1
→ 17	-0.58	-0.19
- Cc1cc(C)c(OCC(=O)OCCNC(=O)c2cccnc2)c(C)c1
→ /	-0.08	-0.61
- COCCn1nc2cc(C(=O)NCC34CC5CC(CC(C5)C3)C4)ccc2c1OC
→ /	0.14	-0.34
- Cc1ccc(S(=O)(=O)NC(=O)CSc2nc3ccccc3s2)cc1
→ /	0.16	-0.54
- CC(=O)c1cnc2c(-c3ccccc3)c(C)nn2c1C
→ 54	-0.31	0.38
